High-throughput results: PubChem BioAssay, Broad Institute
CFTR F508del cor – correctors of CFTR F508del function in bronchial epithelial cells; activity (quench increase), % at 7.58 µM; 0.36% of 350,000 active; CFBE cells, YFP halide quenching; stimulated with forskolin plus potentiator P3; % fluorescence drop versus neutral controls;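 active = mean added fluorescence quench of at least 8% versus neutral control, with both replicates also reaching 8%; inconclusive = only one of the mean or replicate conditions met; inactive = mean below 8% and not both replicates reaching 8%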;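 note: cells transiently co-express mutant CFTR-F508del with the halide-sensitive YFP; corrector assay measuring rescue of mutant channel to the surface after 24 h compound exposure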
DENV2 CPE rescue – protects cells from dengue virus 2 cytopathic effect; DENV2-infected cells, cytopathic effect rescue, plate reader; CPE inhibition, % at 9.99 µM; 1.7% of 350,000 active; AID 651640; in the data active = CPE inhibition above about 20%, passing the limit was not always enough; inconclusive = no clear call, values can overlap the other calls; tested in BHK-21 cells;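 note: 0% = median of neutral control wells and 100% = median of positive control wells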
miR-122 sensor – inhibitors of miR-122 in Huh7 cells; activation (reporter increase), % at 12.5 µM; AID 602342; 0.3% of 340,000 active; Huh7 miR-122 Renilla luciferase sensor, 48 h; neutral wells = 0, positive control = 100;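 active = mean replicate activation score at least 90 and every replicate individually at or above 90; inconclusive = only one of the two criteria met; inactive = neither criterion met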;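 note: higher luciferase means less miR-122 activity so hits act as miR-122 inhibitors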
ERp5 block – inhibitors of human ERp5; inhibition, % at 9.99 µM; ERp5 insulin aggregation, absorbance 650 nm, 90 min; AID 651711; 0.05% of 350,000 active; Q15084;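 active = mean replicate inhibition above about 25%, with every replicate also reaching it, limit read from the data, passing the limit was not always enough; inconclusive = only one of those two criteria met; inactive = neither criterion met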
Target sequence (Q15084 whole entry, looked up): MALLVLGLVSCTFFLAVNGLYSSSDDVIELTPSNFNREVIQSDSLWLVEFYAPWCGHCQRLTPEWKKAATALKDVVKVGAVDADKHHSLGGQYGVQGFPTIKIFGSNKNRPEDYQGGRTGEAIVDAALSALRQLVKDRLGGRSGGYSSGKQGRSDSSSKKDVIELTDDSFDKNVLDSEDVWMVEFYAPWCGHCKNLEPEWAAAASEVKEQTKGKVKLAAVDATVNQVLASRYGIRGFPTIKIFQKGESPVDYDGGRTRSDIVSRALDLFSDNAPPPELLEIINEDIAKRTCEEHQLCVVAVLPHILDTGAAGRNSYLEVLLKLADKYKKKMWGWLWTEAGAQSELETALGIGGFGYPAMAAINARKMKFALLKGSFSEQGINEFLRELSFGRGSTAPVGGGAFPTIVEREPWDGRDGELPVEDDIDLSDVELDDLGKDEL
ERAP1 inh – ERAP1 (human) enzyme inhibition; Q9NZ08; recombinant ERAP1, Leu-AMC fluorescence, 60 min; inhibition, % at 10.7 µM; 0.15% of 340,000 active;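 active = mean replicate inhibition of at least 30%, or all replicates individually reaching that 30% level; inactive = mean below 30% and not every replicate reaching it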;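 note: 0% = neutral control wells and 100% = L-leucinethiol positive control wells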
CASP6 VEID inh – inhibitors of human caspase-6; 0.53% of 350,000 active; AID 686996; P55212; inhibition, % at 12.5 µM; purified caspase-6, Z-VEID-R110 cleavage fluorescence;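 active = mean inhibition across replicates at least about 35%, with every replicate also reaching that limit, limit read from the data; inconclusive = only one of the two criteria met; inactive = neither criterion met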;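 note: 0% = median of neutral control wells and 100% = no fluorescence left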
Target sequence (P55212 24-179 limits assumed): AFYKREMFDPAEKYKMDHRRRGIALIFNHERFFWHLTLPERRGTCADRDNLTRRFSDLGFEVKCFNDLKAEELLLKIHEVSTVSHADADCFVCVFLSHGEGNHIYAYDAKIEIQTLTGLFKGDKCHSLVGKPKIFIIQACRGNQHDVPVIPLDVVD
Target sequence (P55212 194-293 limits assumed): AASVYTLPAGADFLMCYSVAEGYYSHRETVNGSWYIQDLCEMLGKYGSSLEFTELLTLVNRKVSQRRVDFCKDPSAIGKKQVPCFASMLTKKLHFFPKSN
SIRT5 block – sirtuin-5 (human) deacylase inhibition; Q9NXA8; Purified SirT5, succinyl-peptide AMC, trypsin-coupled fluorescence; inhibition, % at 15 µM; 1.1% of 330,000 active; AID 652115; in the data active = inhibition above about 15%; inconclusive = no clear call, values can overlap the other calls
Target sequence (Q9NXA8 whole entry, looked up): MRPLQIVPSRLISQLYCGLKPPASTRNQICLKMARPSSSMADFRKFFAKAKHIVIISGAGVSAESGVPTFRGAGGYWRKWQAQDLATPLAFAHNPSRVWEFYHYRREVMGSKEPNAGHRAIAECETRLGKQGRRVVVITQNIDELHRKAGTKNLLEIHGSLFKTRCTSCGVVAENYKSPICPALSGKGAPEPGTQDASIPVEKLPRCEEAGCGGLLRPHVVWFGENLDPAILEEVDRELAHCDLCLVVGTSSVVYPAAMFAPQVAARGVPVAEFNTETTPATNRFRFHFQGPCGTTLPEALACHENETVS
The depositor's hits bear a star; ? = inconclusive; nt = no result given; & = joins results of further samples; [ ] = remark or other dose.

Below each SMILES – CFTR F508del cor	DENV2 CPE rescue	miR-122 sensor	ERp5 block	ERAP1 inh	CASP6 VEID inh	SIRT5 block
CN(C)C(=O)C[C@H]1C=C[C@H](NC(=O)NC2CCCC2)[C@@H](CO)O1
→ -0.3	-6	nt	2	0	-2	0
CCC(=O)N1C[C@H](C)[C@@H](OC)CN(C)C(=O)c2cc(NC(=O)COC)ccc2OC[C@H]1C
→ -0.4	0	nt	-1	-1	0	nt
O=C(COc1ccc(Br)cc1)N(Cc1nnc(-c2ccccc2Cl)o1)C1CC1
→ nt	-4	15	5	-5	-81	-1
CN(Cc1cnn(-c2ccc(F)cc2)c1)C(=O)[C@H]1O[C@@H](n2ccc(=O)[nH]c2=O)[C@H](O)[C@@H]1O
→ 0.0	-6	-6	4	2	4	-3
c1ccc2c(c1)Cc1ccccc1O2
→ 2.4	-5	-10	3	-2	-2	-1
CC1C(=O)N2CCCc3cc(NS(=O)(=O)c4ccccc4)cc1c32 (configuration not stated)
→ 3.0	13	nt	3	2	4	-1
CCCNC(=O)[C@@H]1[C@@H](CO)[C@@H]2Cn3c(ccc(-c4ccccc4F)c3=O)[C@H]1N2C(C)=O
→ nt	-12	nt	0	-3	-2	-13
CCOC(=O)C(NC(C)=O)C(O)c1ccc([N+](=O)[O-])cc1 (configuration not stated)
→ 2.7	2	nt	-1	4	-1	-3
CC(C)C[C@H]1CNC(=S)N1CC1CCCN1C[C@H](Cc1ccc(O)cc1)N1C[C@H](Cc2ccccc2)N(CC2CCCCC2)C1=S (some centres not stated)
→ 5.2	3	nt	-15	3	-1	-8
Cc1ccc(CC2(OCCN(C)C)CCC(C(C)(C)C)CC2)cc1 (configuration not stated)
→ 3.0	1	nt	1	7	31	-10
O=C(Nc1ccc(NC(=O)C23CC4CC(CC(C4)C2)C3)cc1)c1cc(F)c(F)cc1Cl
→ 1.2	nt	nt	2	4	0	-5
CCN(CC(=O)Nc1ccc(NC(C)=O)cc1)C(=O)c1cccc(Oc2ccccc2)c1
→ -4.3	5	-3	-1	-1	2	1
Clc1ccccc1CNc1nc2ccccc2n2cnnc12
→ 4.8	2	nt	20	-5	1	-1
C[C@H](CO)N1C[C@H](C)[C@H](CN(C)C)Oc2c(NC(=O)NC3CCCCC3)cccc2C1=O
→ 0.2	-2	4[16.7 µM]	0	0	-1	-2
O=C1c2ccccc2-c2cccnc21
→ 0.6	6	-3	-1	0	-1	0
Cc1cc(NC(=O)c2ccc(F)cc2F)n(-c2nc3ccccc3[nH]2)n1
→ 0.0	-1	0	1	5	-1	0
CCCNC(=O)Nc1ccc2c(c1)OC[C@H](C)N(C(=O)C1CCCCC1)C[C@@H](C)[C@H](OC)CN(C)C2=O
→ 0.9&-1.9	-4&4	7[16.7 µM]	-3&-8	0	0&5	-1&-3
COCCCNC(=O)CCc1c(C)c2cc3c(C)coc3cc2oc1=O
→ -0.9	5	-8	-1	2	-1	-2
C[C@@H]1CN([C@H](C)CO)C(=O)Cc2cc(NC(=O)Nc3ccccc3)ccc2O[C@H]1CN(C)S(=O)(=O)c1cn(C)cn1
→ -2.5	62*	-3[16.7 µM]	-1	2	1	-6
COc1ccc(OC)c(CN2CCN(C(=O)CNC(=O)c3cc(C)cc(C)c3)CC2)c1
→ 3.1	-7	-9	5	1	0	-2
COc1cccc2cc(-c3ccnc(N)n3)oc12
→ 1.3	2	-6	4	3	-2	4
COc1ccc(CN(C)C[C@@H]2Oc3ccc(NC(=O)Nc4cccc5ccccc45)cc3C(=O)N([C@H](C)CO)C[C@@H]2C)cc1
→ -0.2	?	-9[16.7 µM]	6	-2	1	2
CC(c1ccccc1)N1C(=O)/C(=C/c2ccncc2)SC1=S (configuration not stated)
→ -0.7	-3	-3	4	-1	0	1
O=C(NC(=S)NC1C2CC3CC(C2)CC1C3)c1ccccc1 (configuration not stated)
→ -1.7	3	2	-3	2	2	-2
CC(C)NC(=O)N[C@H]1CC[C@@H](CCn2cc(-c3ccccc3)nn2)O[C@@H]1CO
→ 1.5	1	nt	-2	0	0	2
O=C(N[C@@H]1CC[C@@H](CCNC(=O)C2CCCC2)O[C@@H]1CO)c1ccncc1
→ 2.4	-1	9[16.7 µM]	3	0	1	-5
Cc1cc2ccccc2n1CCNC(=O)C(C)Oc1ccccc1 (configuration not stated)
→ -2.3	3	5	3	5	-2	7
CCCN(CCC)C(=O)Nc1ccc(F)cc1F
→ -1.3	4	20	-9	1	0	-2
COc1cccc(NC(=O)c2cc3ccccc3oc2=O)c1
→ 4.0	0	nt	-5	-1	1	-2
O=C(C[C@H]1C=C[C@H](NC(=O)Nc2ccc3c(c2)OCO3)[C@H](CO)O1)NCc1ccccc1
→ 4.8	2	nt	4	2	-2	3

Arranged by the number under miR-122 sensor (rising): some entries from above.
SMILES	miR-122 sensor
COc1cccc2cc(-c3ccnc(N)n3)oc12	-6
CC(c1ccccc1)N1C(=O)/C(=C/c2ccncc2)SC1=S (configuration not stated)	-3
Cc1cc2ccccc2n1CCNC(=O)C(C)Oc1ccccc1 (configuration not stated)	5

Next part.
Below each SMILES – CFTR F508del cor	DENV2 CPE rescue	miR-122 sensor	ERp5 block	ERAP1 inh	CASP6 VEID inh	SIRT5 block
O=C1OC2(O)C3C4C=CC(C4)C3C(=O)N2c2ccccc21 (configuration not stated)
→ 0.4	-5	nt	1	1	14	-1
C[C@H](CO)N1C[C@H](C)[C@H](CN(C)S(=O)(=O)c2ccccc2F)Oc2ncc(C#Cc3cccnc3)cc2C1=O
→ 0.2	-5	3[16.7 µM]	6	1	0	-3
COc1cccc(OCC(=O)NNC(=O)C(=O)N2CCCC2)c1
→ nt	5	0	13	1	9	-6
Cc1ccc(C2=C(O)C(=O)C(c3ccc(C)cc3)=C(O)C2=O)cc1
→ -1.3	56*	nt	3	1	2	-1
Clc1ncccc1-c1nnn(-c2ccccc2)n1
→ 0.4	nt	12	3	3	0	-7
Cn1cnc(S(=O)(=O)N2C[C@@H](O)COC[C@@H]3O[C@@H](CC(=O)NCc4cccc(F)c4)CC[C@H]32)c1
→ 0.2	-4	-2[16.7 µM]	2	0	-1	6
O=C(C[C@@H]1C=C[C@@H](NC(=O)CN2CCOCC2)[C@H](CO)O1)NCCc1ccccc1
→ -0.7	-1	nt	-6	0	-5	-1
O=C(CCSc1ccccc1)N1CCN(c2ccccc2F)CC1
→ 0.5	-2	8	2	-1	9	-12
CCC(=O)Nc1ccc(C(=O)N/N=C/c2c(C)[nH]c3ccccc23)cc1
→ 0.1	5	-1	-3	4	-4	0
O=C(CC1CC1)N1[C@H](CO)[C@H](c2ccccc2)C12CN(S(=O)(=O)c1ccccc1)C2
→ 3.5	-13	nt	-3	4	0	-3
OCC[C@@H]1C[C@@H](O)[C@H](O)[C@@]2(CCc3ccccc3CO2)O1
→ -0.5	nt	-4	-4	-3	2	nt
CCc1nc2c(OCC(=O)c3ccc(F)cc3)cccn2c1N(C)C(=O)c1ccc(OC)cc1
→ 1.9	4	-1	1	-2	1	nt
CC(C)n1ncc2c(C(=O)N3CCN(Cc4ccc(Br)s4)CC3)cc(C3CC3)nc21
→ 1.7	-3	-5	-11	1	1	2
S=c1[nH]nc(NCCCN2CCOCC2)s1
→ -0.3	-7	nt	-6	86*	-7	1
COc1ccc(S(=O)(=O)N2CC3(CN(C(=O)CN(C)C)[C@H](CO)c4c3c3ccc(OC)cc3n4C)C2)cc1
→ -3.9	102*	nt	6	2	2	5
Cc1cc(S(=O)(=O)c2cc3ccc(O)c(C)c3oc2=O)ccc1F
→ 0.7	1	0	2	-77	5	-12
COc1ccccc1NC(=O)C1=C(C)NC(SCC(=O)Nc2ccc(C(=O)O)cc2)=C(C#N)C1c1cccs1 (configuration not stated)
→ 2.2	2	-3	0	nt	5	-1
Cc1cc(C(C)(C)C)cc(C)c1COC(=O)CN1C(=O)NC2(CCCC2)C1=O
→ 4.2	-3	nt	-5	-1	-13	0
Nc1nonc1-n1nnc(C(=O)N/N=C/c2cc(Br)ccc2O)c1CNc1ccccc1
→ -2.0	17	35	-2	2	2	0
CC(C)Oc1ccc(F)cc1-c1cc(C(=O)NCc2cccs2)[nH]n1
→ 5.0	?	1	-3	2	1	0
O=C(O)c1cc(Cl)c(Cl)cc1C(=O)Nc1cccnc1
→ 0.1	5	nt	0	1	5	-1
CCS(=O)(=O)Nc1cc(-c2nc3cccnc3s2)ccc1C
→ 0.6	8	4	-5	-3	-3	-1
CN1C(=O)c2cc(NC(=O)Nc3ccccc3F)ccc2OC[C@H]2O[C@H](CC(=O)O)CC[C@H]21
→ 1.5	-1	0[16.7 µM]	nt	nt	nt	nt
COc1cccc(C#Cc2cnc3c(c2)C(=O)N([C@@H](C)CO)C[C@H](C)[C@H](CN(C)C(=O)C2CCCCC2)O3)c1
→ 2.0	1	1[16.7 µM]	-9	1	-2	-1
O=C(Nc1sc2c(c1C(=O)O)CCCCC2)c1ccccc1
→ -4.9	-2	nt	2	1	1	3
C[C@@H]1CN([C@H](C)CO)C(=O)c2cccc(N(C)C)c2O[C@H]1CN(C)Cc1ccc(Cl)c(Cl)c1
→ -2.6	-10	-1[16.7 µM]	0	-4	0	-3
CNC(=O)/C(=C\c1ccco1)NC(=O)c1ccco1
→ -0.2	2	2	1	0	7	-2
Cc1ccc(C)c(NC(=O)c2cc(-c3cc(C)cc(C)c3O)n[nH]2)c1
→ -1.4	-5	-4	2	2	2	-8
OC[C@@H]1[C@@H](c2ccc(C#CC3CCCC3)cc2)[C@@H]2CN(CCC(F)(F)F)CCCCN12
→ 0.9	5	4[16.7 µM]	-3	0	4	2
CN(CCc1ccccc1)C(=O)c1ccc(NC(=O)Cc2ccc(NC(=O)C3CCCN(C(=O)c4ccccc4)C3)cc2)cc1 (configuration not stated)
→ 4.0	-3	-3	-1	-1	nt	0
COCC(=O)Nc1ccc2c(c1)C(=O)N(C)C[C@@H](OC)[C@H](C)CN(C(C)=O)[C@H](C)CO2
→ -0.1	102*	-22[16.7 µM]	1	1	-2	1
O=C(c1ccc(F)cc1)N1CCCCN2[C@H](C1)[C@H](c1ccc(-c3ccccc3)cc1)[C@@H]2CO
→ -3.9	-15	0[16.7 µM]	3	0	1	-1
COCCn1c(SCC(=O)N2CCCC2)nnc1-c1ccco1
→ -1.5	10	-6	4	-1	5	-1
N#Cc1c(Cl)cccc1N1CCC(C(N)=O)CC1
→ -2.1	-2	-3	-3	nt	0	-2
O=C(Nc1nc(-c2ccccc2)cs1)C1CCCCN1S(=O)(=O)c1ccccc1 (configuration not stated)
→ 1.1	7	7	?	4	0	-2
O=C(c1ccc2nc[nH]c2c1)N1CCN(c2cccc(Cl)c2)CC1
→ -1.2	-1	4	0	0	-1	-1
CC(OC(=O)C1=Cc2ccccc2OC1)C(=O)NC(C)(C)C (configuration not stated)
→ -0.6	12	nt	-5	-3	0	-1
Cc1cc(NC(=O)COc2ccc(C)c(C)c2)no1
→ -3.4	6	-2	1	3	2	-3
Cc1nn(CC(=O)N2c3ccccc3NC(=O)C2(C)C)c(C)c1[N+](=O)[O-]
→ 3.4	0	nt	-2	5	6	-1
CC1(C(=O)Nc2cccc3cccnc23)CCN1Cc1ccc(-c2ccccc2)o1 (configuration not stated)
→ 2.4	0	5	1	4	3	-4
COc1ccc(OC)c(-n2c(-c3cc(-c4ccco4)[nH]n3)n[nH]c2=S)c1
→ 1.9	-10	nt	-1	-2	5	0
O=C(Nc1cccc(-c2cccc(F)c2)c1)C1CCN(Cc2ccc(CO)o2)CC1
→ -2.9	?	-1	-3	2	1	-1
C[C@H](CO)N1C[C@H](C)[C@H](CN(C)S(=O)(=O)c2ccccc2)Oc2ncc(-c3ccccc3)cc2C1=O
→ 0.4	2	-6[16.7 µM]	2	2	4	-1
COC(=O)c1ccc(N=NN2CCOCC2)cc1
→ nt	-1	nt	-2	0	5	0
CCOC(=O)NC(=O)c1cn(C(CC)CO)c(=O)[nH]c1=O (configuration not stated)
→ nt	8	nt	3	3	-4	-3
COc1cc(CN(C(=O)c2ccco2)C2CCS(=O)(=O)C2)cc(OC)c1OC (configuration not stated)
→ 0.6	20	nt	-8	-5	-2	4
COc1ccc2c(c1)c1ncn(Cc3ccccn3)c(=O)c1n2C
→ 1.5	4	nt	3	-5	4	-29
